Screens from PubChem.
TDP1 block: TDP1 (human) enzyme inhibition | Q9NUW8 | recombinant TDP1, AlphaScreen DNA substrate cleavage | Potency, µM (series often up to 130 µM), for the others: top-dose activity change, negative = inhibition, most hits filed as inhibitors | hit rate 0.28% among 350,000; note: nearly all actives have a fitted effect of over 40% in size
Target sequence (Q9NUW8 whole entry, looked up): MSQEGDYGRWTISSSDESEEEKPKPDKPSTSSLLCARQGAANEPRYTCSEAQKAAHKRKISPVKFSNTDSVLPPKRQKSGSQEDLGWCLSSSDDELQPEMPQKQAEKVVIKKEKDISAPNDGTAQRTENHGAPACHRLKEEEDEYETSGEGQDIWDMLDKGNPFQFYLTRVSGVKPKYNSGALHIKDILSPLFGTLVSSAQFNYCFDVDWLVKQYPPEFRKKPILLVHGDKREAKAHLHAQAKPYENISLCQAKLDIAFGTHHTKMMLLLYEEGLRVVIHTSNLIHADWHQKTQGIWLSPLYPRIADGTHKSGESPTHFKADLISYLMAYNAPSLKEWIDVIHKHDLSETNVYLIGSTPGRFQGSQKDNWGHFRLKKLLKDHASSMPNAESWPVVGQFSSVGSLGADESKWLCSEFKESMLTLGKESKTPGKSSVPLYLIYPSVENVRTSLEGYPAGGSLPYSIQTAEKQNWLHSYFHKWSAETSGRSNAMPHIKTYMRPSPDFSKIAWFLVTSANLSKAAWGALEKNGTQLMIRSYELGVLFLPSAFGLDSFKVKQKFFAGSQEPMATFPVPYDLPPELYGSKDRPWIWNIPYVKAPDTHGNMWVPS
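Here, a 5' biotin and 3' phosphotyrosine-FITC DNA oligonucleotide reports Tdp1 activity: intact substrate bridges AlphaScreen beads, while cleavage leaves a 3' phosphate and drops signal. All incubations at room temperature.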
N370S GC: inhibitors or activators of N370S glucocerebrosidase for Gaucher disease; P04062; Potency, µM (titrated, usually from 59.4 µM), for the others: at the highest dose activity change, negative = inhibition, actives largely listed as inhibitors; AID 2101; N370S GC spleen homogenate, 4MU-glucoside fluorescence; hit rate 0.092% among 330,000;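 note: 0% = full enzyme activity and -100% = no enzyme basal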
FEN1 inhibitor: blocks human flap endonuclease 1; P39748; Recombinant FEN1 flap cleavage, fluorescence, 15 min; Potency, µM (highest dose often 114 µM), inactives show top-dose activity change, negative = inhibition, usual class: inhibitors; hit rate 0.35% among 390,000; AID 588795; note: nearly all actives have a fitted effect of over 65% in size
Target sequence (P39748 whole entry, looked up): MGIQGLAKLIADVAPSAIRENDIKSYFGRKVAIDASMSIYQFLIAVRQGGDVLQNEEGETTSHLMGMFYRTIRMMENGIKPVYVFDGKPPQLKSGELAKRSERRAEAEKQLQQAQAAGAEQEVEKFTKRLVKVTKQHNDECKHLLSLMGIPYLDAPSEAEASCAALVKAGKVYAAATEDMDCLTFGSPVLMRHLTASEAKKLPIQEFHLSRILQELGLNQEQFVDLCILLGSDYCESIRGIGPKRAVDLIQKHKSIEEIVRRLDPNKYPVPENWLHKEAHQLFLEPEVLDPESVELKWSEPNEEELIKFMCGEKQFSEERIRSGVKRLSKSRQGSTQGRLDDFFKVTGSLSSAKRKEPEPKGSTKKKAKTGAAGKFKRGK
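Read-out was taken twice, immediately and after 15 min, following addition of 50 nM substrate to 10 nM FEN1 that had sat with test compound for 15 min at room temperature. Curves came from a four-parameter Hill model.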
An asterisk follows results filed as active; u = inconclusive; x = no result given; & = joins results of further samples; [ ] = another dose, or the depositor's remark. Calls come from the whole dose curve; as a rule, active = well fitted curve in the direction sought with a large enough effect; inconclusive = small, poorly fitted or top-dose-only effect, or another doubt; inactive = no such curve, though single readings can be large; an effect the other way counts as inactive or inconclusive. Unless noted, % is set by controls: 0 for no effect and ±100 for the full control effect; potency is the fitted concentration of half-maximal effect.

SMILES	TDP1 block	N370S GC	FEN1 inhibitor
CCOc1ccc(CN2CCN(CC3=Cc4cccc(OC)c4OC3)CC2CCO)cc1 (stereo not given)	7%	8%	-11%
CCn1c(O)c(N=NC(=O)CNC(=O)c2ccco2)c2ccccc21	5%	u	0%
COc1ccc(S(=O)(=O)N2CCCCCC2)cc1C(=O)NCCOc1ccc(C)cc1	2%	25%	-11%
N#CCCN(C(=O)COC(=O)c1cc(S(=O)(=O)N2CCOCC2)ccc1Cl)c1ccc(F)cc1	x	-7%	-13%
COc1ccc(OCCCC(=O)NCc2ccco2)cc1	3%	-14%	3%
Cc1cc(N2CCN(C)CC2)nc2ccc(NC(=O)c3ccc(C(C)(C)C)cc3)cc12	12%	x	u
COC(=O)C1CN(C(=O)COc2cc(C)c(Cl)c(C)c2)c2ccccc2O1 (stereo not given)	x	10%	2%
CCn1c(SCC(=O)c2ccc(NC(C)=O)c(OC)c2)nnc1-c1ccc(NS(C)(=O)=O)cc1	6%	5%	-2%
COC(=O)c1ccc(CSc2nnc(C)n2N)o1	-5%	8%	-1%
Cc1ccc(N2CC(c3nc4ccccc4n3C)CC2=O)cc1C (stereo not given)	2%	-14%	19%
COc1cc2c(cc1OC)C(C)N(Cc1ccc3c(c1)OCO3)CC2 (stereo not given)	1%	7%	-4%
Cc1cccc(-c2nc(N3CCN(c4ccc(F)cc4)CC3)c3ccccc3n2)c1	2%[12.3 µM]	x	-7%
CCS(=O)(=O)N1CCN(C(=O)c2ccc(-c3ccccc3)cc2)CC1	9%	14%	3%
CCOC(=O)c1ccccc1NC(=O)COC(=O)CC(C)(C)CC1=NS(=O)(=O)c2ccccc2N1	1%	x	-1%
Cc1c(NC(=O)C(C)N2C(=O)c3ccccc3C2=O)c(=O)n(-c2ccccc2)n1C (stereo not given)	-2%	22%	-13%
O=C(N/N=C/c1sc(N2CCOCC2)nc1-c1ccccc1)c1ccc(O)cc1	1%	-20%	u
COC(=O)c1ccc(C(NC(=O)OCc2ccccc2)/C(C)=C/[C@@H](C)C(=O)NCc2cc(F)cc(F)c2)cc1 (stereo not given in full)	9%	7%	x
CCCCOc1cccc(C(=O)N2CCN(CCc3ccncc3)CC2)c1	5%	x	-4%
C=CC[C@@H]1C=C[C@H](O/N=C(\C)CCN2CCc3nc(-c4ccccc4)c(-c4ccccc4)cc3C2)[C@H](CO)O1	6%[21 µM]	-16%[12.8 µM]	x
S=C(NCCc1ccccc1)N1CCc2ccccc2C1	-1%	0%	-19%
CCNCC(=O)Nc1c(C)cccc1C	x	-3%	16%
C[C@H](NC(=O)c1ccco1)C(=O)OCC(=O)N1CC(=O)Nc2ccccc21	-3%	x	6%
O=C(C1CCN(C2CCN(Cc3ccc4cc(F)ccc4n3)CC2)CC1)N1CCCC1	-11%	0%	12%
COc1ccccc1NS(=O)(=O)c1c(C)nc2sccn2c1=O	x	0%	-18%
O=C(CNC(=O)c1cccc(F)c1)N/N=C/c1cccs1	x	-22%	-9%
CC(CNC(=O)c1ccc(N)cc1)NC(=O)c1ccc(N)cc1 (stereo not given)	-2%	-5%	0%
COc1cc(NC(=O)CSc2nc3cc(C)ccc3cc2C)c(C(=O)O)cc1OC	-2%	4%	-20%
CCOC(=O)C1(Cc2ccccc2)CCCN(C(=O)c2cn[nH]c2)C1 (stereo not given)	6%	1%	-4%
O=C(COC(=O)c1ccco1)NC1CCCc2ccccc21 (stereo not given)	-1%	x	-1%
N#C/C(=C(/O)c1ccc([N+](=O)[O-])cc1)c1nnc2n1CCCCC2	1%	-4%	0%
O=C(NCc1ccc(F)cc1)C1CC(=O)N(Cc2ccco2)C1 (stereo not given)	0%	-12%	1%
CC1CCN(S(=O)(=O)c2ccc3c(ccn3CCC(=O)NCc3ccc(N(C)C)cc3)c2)CC1	8%	x	4%
Cc1onc(-c2c(Cl)cccc2Cl)c1C(=O)N1CCN(c2ccccc2)CC1	0%	19%	18%
CC(C)COc1cccc(C(=O)Nc2ccc(CN3CCOCC3)cc2)c1	x	-21%	-3%
Cc1c(NC(=O)C(C)Oc2ncnc3ccccc23)c(=O)n(-c2ccccc2)n1C (stereo not given)	7%	2%	-3%
COc1ccc(OC)c(CNC(=O)C2CCCN(C(=O)N(C)C)C2)c1 (stereo not given)	-4%	-5%	2%

An excerpt of these results, with two lines to a compound:
The line under a structure holds: TDP1 block | N370S GC | FEN1 inhibitor
- CCOC(=O)C1(Cc2ccccc2)CCCN(C(=O)c2cn[nH]c2)C1 (stereo not given)
→ 6% | 1% | -4%
- N#C/C(=C(/O)c1ccc([N+](=O)[O-])cc1)c1nnc2n1CCCCC2
→ 1% | -4% | 0%

Next entries:
SMILES	TDP1 block	N370S GC	FEN1 inhibitor
OC1=C(O)c2nc3ccccc3nc21	4%	0%	-2%
CN(CCCC1CCCC1)C(=O)CCc1nnc(-c2ccccc2)o1	4%	6%	3%
CCCc1ccc2oc(C(=O)N(C)Cc3ccn[nH]3)c(C)c2c1	2%	-3%	-14%
CCCn1c2ccc(C)cc2c2nnc(SCCN3CCCCC3)nc21	-1%	-5%	-2%&0%
N/C(=N\OC(=O)Cc1ccc([N+](=O)[O-])cc1)c1ccc([N+](=O)[O-])cc1	x	-8%	-19%
CC1CC2C3CCC4=CC(=O)C=CC4(C)C3(F)C(O)CC2(C)C1(O)C(=O)CO (stereo not given)	x	-1%	-13%
CC(C)(C)OC(=O)N1Cc2[nH]c3ccccc3c2C[C@@H]1C(=O)O	0%	x	1%
Cc1ccc(NC(=O)CC2S/C(=N/c3nccs3)N(C)C2=O)c(C)c1 (stereo not given)	-2%	-1%	-4%
Cc1ccc2occ(-c3cc(-c4ccc(Cl)cc4)nc4c3COc3ccccc3-4)c(=O)c2c1	5%	x	-4%
CC(Oc1ccccc1)C(=O)NC1CCCCCCC1 (stereo not given)	0%	23%	-10%
N#Cc1c(NC(=O)CSc2nc3ccccc3c(=O)n2Cc2ccco2)sc2c1CCCC2	0%	19%	-3%
COC(=O)c1ccc(CSc2nnc(-c3ccncc3)n2Cc2ccccc2)o1	4%	-11%	6%
CC(CC(=O)O)CC(=O)Nc1cc([N+](=O)[O-])ccc1O (stereo not given)	6%	-3%	13%
CCOC(=O)N1CCC(N2C(=O)c3ccccc3C2=O)CC1	3%	1%	-13%
COc1cc(C)c(CN2CCCCC2CO)cc1C (stereo not given)	2%	15%	11%
CCc1cccc(C)c1Nc1c(-c2cccs2)nc2nc(C)cc(C)n12	5%	x	-12%
CN(C)CCNc1oc(-c2cccc(Cl)c2)nc1C#N	4%	-1%	-12%
Cc1ccc(/C=N\NC(=O)CNC(=O)C23CC4CC(CC(C4)C2)C3)o1	2%	5%	0%
COc1cc(C(=O)NCC(c2ccc3c(c2)OCO3)N2CCN(C)CC2)cc(OC)c1OC (stereo not given)	4%	x	35%
O=C1CSC(c2nn(-c3ccccc3)cc2-c2cc3ccccc3oc2=O)N1Cc1ccco1 (stereo not given)	0%	12%	-11%
CCOc1ccc(-c2cc(C(=O)NCCc3ccccc3)c3c(-c4ccc(C)cc4)[nH]nc3n2)cc1	3%	x	u
CC(=O)NC(NC(=S)Nc1ccc(N=Nc2ccccc2C)cc1C)C(Cl)(Cl)Cl (stereo not given)	11%	4%	-6%
Cc1cc(C)c(NC(=O)c2ccc(CNS(=O)(=O)c3cc(C(F)(F)F)ccc3Cl)cc2)c(C)c1	8%	-10%	-4%
COc1ccc(CNC(=O)Cn2nc([N+](=O)[O-])c(Br)c2C)cc1	3%	-7%	-3%
O=C(NCc1cccc(F)c1)c1ccc2nc(N3CCOCC3)sc2c1	x	-5%	1%
CN(CCC#N)C(=O)CC1(Cc2ccccc2)CCOC(C)(C)C1 (stereo not given)	x	3%	1%
Cc1ccccc1Nc1nnc(SCc2nc3ccccc3c(=O)[nH]2)s1	-3%	8%	x
O=C(Cc1ccc([N+](=O)[O-])cc1)Nc1cccc(C(=O)N2CCOCC2)c1	2%	x	3%
CCCc1nn2c(=O)cc(COC(=O)c3ccc(NC(=O)c4cccs4)cc3)nc2s1	-4%	x	22%
CCOP(=O)(c1ccc(N(C)C)cc1)C(O)c1cc(OC)c(OC)c(OC)c1 (stereo not given)	9%	5%	-1%
COCCN1CCN(C(=O)C2CCC(=O)N(CCc3ccc(Cl)cc3)C2)CC1 (stereo not given)	3%[56.1 µM]	-2%	1%
CCOC(=O)COc1cc(Br)c(/C=N/Nc2ccccc2)cc1OC	8%	1%	-12%
CCN1CCc2nc(NC(=O)C(c3ccccc3)c3ccccc3)sc2C1	5%	-8%	-7%
COc1ccc(/C=C/c2cccc[n+]2C)c(O)c1	x	u	15%
CCN=C1SC(C(=O)Nc2ccc(OC)cc2)CC(=O)N1CC (stereo not given)	8%	8%	-3%
O=c1ccc2cc(S(=O)(=O)Nc3ccc(Br)cc3)ccc2o1	x	-16%	0%

3 compounds from above, sorted by formula weight, lowest first:
SMILES	TDP1 block	N370S GC	FEN1 inhibitor
O=C(NCc1cccc(F)c1)c1ccc2nc(N3CCOCC3)sc2c1	x	-5%	1%
CCOC(=O)COc1cc(Br)c(/C=N/Nc2ccccc2)cc1OC	8%	1%	-12%
CCOP(=O)(c1ccc(N(C)C)cc1)C(O)c1cc(OC)c(OC)c(OC)c1 (stereo not given)	9%	5%	-1%

Following part:
SMILES	TDP1 block	N370S GC	FEN1 inhibitor
Cc1ccc(NC(=O)Nc2cccn(Cc3c(F)cccc3Cl)c2=O)cc1	-1%	7%	-11%
Cc1cc(C)n(C(=O)CNC(=O)c2ccc3c(c2)OCCO3)n1	-2%	8%	-2%
COc1ccc(C(=O)NCC(=O)N2CCNC(=O)C2)cc1OC	11%	-17%	-13%
Cc1ccc(C(=O)n2ncn(C)c2=S)cc1	x	-12%	-19%
CCS(=O)(=O)c1ccc(O)c(NC(=O)c2cc(-c3ccccn3)nc3ccccc23)c1	-2%	x	-10%
COCCc1nc2ccc(C(=O)N(C)Cc3cccc(-n4nc(C)cc4C)c3)cc2o1	2%	-18%	-2%
N/C(=N\NC(=O)c1ccccc1)c1cc2ccccc2oc1=O	-4%	17%	18%
O=C(NCc1cccc(F)c1)c1ccccc1NC(=O)c1nsc2ccccc12	3%	x	-7%
CC(C)(C)c1ccc2c(c1)OC(C(=O)N/N=C\c1ccccn1)CO2 (stereo not given)	8%	28%	-9%
CC1(C)C(=O)Nc2ccccc2N1C(=O)COc1ncnc2c(Cl)cc(Cl)cc12	7%	-2%	5%
CCCNC(=O)COc1cccc(C(=O)NCc2ccccc2)c1	0%	-1%	-14%
O=C(Nc1cccc([N+](=O)[O-])c1)c1[nH]ncc1Cl	8%	-6%	-7%

The list goes on; the last two above are carried over.
SMILES	TDP1 block	N370S GC	FEN1 inhibitor
CCCNC(=O)COc1cccc(C(=O)NCc2ccccc2)c1	0%	-1%	-14%
O=C(Nc1cccc([N+](=O)[O-])c1)c1[nH]ncc1Cl	8%	-6%	-7%
COc1ccc(C(CNC(=O)CNC(=O)c2cccc(C)c2)N2CCOCC2)cc1 (stereo not given)	0%	x	-5%
O=C(c1cccc(Br)c1)c1coc2ccc(O)cc12	1%	x	0%
COc1ccc(Nc2nc(-c3cccs3)nc3ccccc23)cc1	0%	1.1µM*	u
O=C(CCSc1ccc(Cl)cc1)c1ccco1	x	-9%	-16%
Cc1ccc(Nc2ncc3c(n2)CC(C)(C)CC3=O)cc1	5%	6%	9%
Cc1nn(Cc2ccccc2Cl)c(C)c1NC(=O)C1C2CCC(O2)C1C(=O)O (stereo not given)	-7%	14%	-3%
CCOC(=O)c1c(-c2ccccc2)csc1NC(=O)CCN1C(=O)c2ccccc2C1=O	-2%	24%	9%
O=C(c1ccco1)N1N=C(c2ccc3nccnc3c2)CC1c1ccccc1 (stereo not given)	5%	16%	-2%
COc1ccc(S(=O)(=O)n2cnc(C)c2)cc1	-2%	-2%	7%
CC(C)(C)N1CC(OC(N)=O)C1	x	-3%	-18%
O=C(COc1ncnc2ccccc12)NCCCN1CCCC1=O	-2%	1%	3%
COc1ccc(-c2noc(CN(C)C(=O)c3ccc4c(c3)OCO4)n2)cc1OC	3%	-7%	-6%
CC1CCN(S(=O)(=O)c2ccc3c(c2)N(CC(=O)NCCN2C(C)CCCC2C)C(=O)CS3)CC1 (stereo not given)	3%	-1%	16%
NC(=O)C1(N2CCCCC2)CCN(S(=O)(=O)c2cc(Cl)ccc2Cl)CC1	4%	-1%	2%

Whole records, looked up by structure. Order of values: TDP1 block, N370S GC, FEN1 inhibitor
`O=C(CNC(=O)c1cccc(F)c1)N/N=C/c1cccs1` as listed: x, -22%, -9%
`CC(=O)NC(NC(=S)Nc1ccc(N=Nc2ccccc2C)cc1C)C(Cl)(Cl)Cl` (stereo not given) as listed: 11%, 4%, -6%
`Cc1cc(N2CCN(C)CC2)nc2ccc(NC(=O)c3ccc(C(C)(C)C)cc3)cc12` as listed: 12%, x, u
`CCc1cccc(C)c1Nc1c(-c2cccs2)nc2nc(C)cc(C)n12` as listed: 5%, x, -12%
`Cc1ccccc1Nc1nnc(SCc2nc3ccccc3c(=O)[nH]2)s1` as listed: -3%, 8%, x
